PLK1 PBD block: blocks phosphopeptide binding to human PLK1 polo-box domain. Plk1 PBD binding of FITC phosphopeptide, fluorescence polarization. 2.8% of 360,000 active. P53350. Potency, µM, for inactives: max response, negative = inhibition, hits mostly inhibitors; also: potency is read from the fitted curve at half-maximal effect; series mostly up to about 57 µM; % is scaled to controls: 0 for no effect and ±100 for the full control effect; nearly all actives have a fitted effect of over 65% in size
EPAC1 antagonist: antagonists of human EPAC1; O95398; EPAC1 GEF assay, Rap1b-BODIPY-GDP exchange fluorescence; Potency, µM (top dose mostly 115 µM), for inactives: top-dose activity change, negative = inhibition, actives largely listed as inhibitors; 0.14% of 360,000 active; AID 720709;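 also: potency is read from the fitted curve at half-maximal effect; plate controls were vehicle for no effect and positive control for full effect; nearly all actives have a fitted effect of over 50% in size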
Target sequence (O95398 whole entry, looked up): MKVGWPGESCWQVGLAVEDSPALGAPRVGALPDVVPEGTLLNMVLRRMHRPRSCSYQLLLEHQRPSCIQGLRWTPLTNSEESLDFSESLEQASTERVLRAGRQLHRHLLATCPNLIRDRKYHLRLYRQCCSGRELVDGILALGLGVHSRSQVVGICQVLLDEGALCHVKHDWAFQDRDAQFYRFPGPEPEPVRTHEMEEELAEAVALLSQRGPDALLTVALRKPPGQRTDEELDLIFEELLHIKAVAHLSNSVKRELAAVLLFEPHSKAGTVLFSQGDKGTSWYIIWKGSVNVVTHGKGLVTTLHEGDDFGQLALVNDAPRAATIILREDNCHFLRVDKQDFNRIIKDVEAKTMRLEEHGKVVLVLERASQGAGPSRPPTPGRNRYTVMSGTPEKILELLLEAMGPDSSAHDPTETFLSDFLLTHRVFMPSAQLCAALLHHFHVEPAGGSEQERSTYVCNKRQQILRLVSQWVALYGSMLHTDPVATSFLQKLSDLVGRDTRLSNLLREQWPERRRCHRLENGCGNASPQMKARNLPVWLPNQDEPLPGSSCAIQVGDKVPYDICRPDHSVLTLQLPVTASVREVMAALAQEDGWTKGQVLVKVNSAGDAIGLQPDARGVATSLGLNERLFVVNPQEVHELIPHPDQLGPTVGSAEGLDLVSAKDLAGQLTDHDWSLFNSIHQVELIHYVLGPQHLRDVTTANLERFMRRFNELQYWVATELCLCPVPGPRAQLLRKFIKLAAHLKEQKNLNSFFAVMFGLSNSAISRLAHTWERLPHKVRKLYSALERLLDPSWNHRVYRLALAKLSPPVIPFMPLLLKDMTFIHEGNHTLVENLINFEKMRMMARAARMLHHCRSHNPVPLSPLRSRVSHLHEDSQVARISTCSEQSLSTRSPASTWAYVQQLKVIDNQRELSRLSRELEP
PTHR1 agonist: agonists of human PTHR1 parathyroid hormone receptor; Q03431; HEK293 GP2 PTHR1 cells, GloSensor cAMP luminescence, 1 h; Potency, µM (doses to about 115 µM), for the others: at the highest dose activation, hits mostly activators; 0.075% of 410,000 active; AID 743266; also: potency is read from the fitted curve at half-maximal effect; nearly all actives have a fitted effect of over 55% in size; some results filed as inactive show a strong effect at the top dose; inactives centre near -15; many of its hits are not listed in these tables
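HEK-293-derived GP2 cells expressing PTHR1 and a GloSensor cAMP reporter, 3,000/well, plated overnight, given luciferin plus IBMX (each 0.5 mM as added) for 1 h at 37 °C, then compound for 1 h at 37 °C. Luminescence was read after 15 min at room temperature.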
GLP1R cytotox: cytotoxic in the GLP-1 receptor inverse agonist counter-screen | HEK293 cAMP-luciferase reporter cells, luminescence, 24 h | 0.13% of 410,000 active | AID 624418 | Potency, µM (top dose mostly 38.3 µM), for the others: at the highest dose activity change, negative = inhibition, usual class: inhibitors;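 also: loss of luciferase light is scored as toxicity; potency is read from the fitted curve at half-maximal effect; % is scaled to controls: 0 for no effect and ±100 for the full control effect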
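Luminescence readout: signal drop marks cytotoxicity. Plated cells grew 12 h at 37 °C, 5% CO2, received 23 nL compound for 24 h, then got luciferase reagent, read after 12 min at RT.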
GLP1R inv ag: acts as inverse agonist at human GLP-1 receptor; HEK293 GLP-1R CRE-luciferase, luminescence, 24 h; GLP-1R form is constitutively active; Potency, µM (series often up to 38.3 µM), for inactives: top-dose activity change, negative = inhibition, most hits filed as inhibitors; 1.6% of 410,000 active; P43220; also: potency is read from the fitted curve at half-maximal effect; % is scaled to controls: 0 for no effect and ±100 for the full control effect; nearly all actives have a fitted effect of over 55% in size
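Assay principle: reduced luminescence from a cAMP-responsive reporter in HEK293 cells co-expressing a constitutively active GLP-1R. Conditions: 24 hr compound incubation, 37 deg C, 5% CO2.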
GLP1R ag: GLP-1 receptor (human) agonism; HEK293 GLP-1R CRE-luciferase, luminescence, 4-6 h; cells express a hypersensitive GLP-1R form; 0.007% of 380,000 active; Potency, µM (series often up to 45.6 µM), for inactives: at the highest dose activation, actives largely listed as activators; P43220; AID 624172; also: potency is read from the fitted curve at half-maximal effect; % of control where 0% means no effect
PI5P4Ka inh: PI5P4K alpha (human) kinase inhibition; P48426; PI5P4Kalpha enzyme, ADP-Glo luminescence, 60 min; stronger effect = lower value; max response, %; 1.2% of 330,000 active; active = max response of -50% or lower; inconclusive = between -30% and -50%; inactive = -30% or higher; also: value at the top dose of about 77 µM; % is scaled to controls: 0 for no effect and ±100 for the full control effect
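Compounds were pin-transferred onto PI5P4Kalpha and substrate in HEPES pH 7.4 buffer with EGTA, CHAPS and 5% DMSO. ATP (5 microM final) started the reaction, which ran 60 minutes at room temperature before ADP-Glo detection.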
IL2 activator: activators of IL-2. IL-2 activation reporter assay, cell-based qHTS; stimulated with anti-CD3/CD4/CD28 beads; in transgenic mouse T cells. activation, % (series mostly up to about 46 µM). 0.065% of 360,000 active. AID 652025; in the data active = activation above about 50%; inconclusive = mostly about 30% to 49%; also: 0% is about no effect
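First, unstimulated transgenic mouse T cells were exposed to compound for 60 min. Next, anti-CD3/anti-CD4-coated beads with anti-CD28 were added. Finally, after 18 h at 37 degrees C, EGFP and DsRed were imaged.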
EPAC1 agonist: EPAC1 (human) agonism | O95398 | EPAC1 agonist qHTS, biochemical assay; response scale: 100% = response to 6.5 mM cAMP | Potency, µM (series often up to 154 µM), without a hit: top-dose activation, hits mostly activators | 0.073% of 360,000 active | AID 720707; also: potency is read from the fitted curve at half-maximal effect; nearly all actives have a fitted effect of over 60% in size
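Fluorescent GDP-exchange assay: 100 nM EPAC1 with 250 nM Rap1B preloaded with BODIPY-GDP and 50 uM GDP; compounds tested as concentration series, 5 min at room temperature, then read every 5 min for 30 min (ex 480/em 540 nm); normalized to 6.5 mM cAMP.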
Active calls of the source: *; i = inactive; ? = inconclusive; · = no result given; [ ] = dose if it differs, or a comment. Unless noted, calls follow the shape of the dose curve; as a rule, active = well fitted curve in the direction sought with a large enough effect; inconclusive = small, poorly fitted or top-dose-only effect, or another doubt; inactive = no such curve, though single readings can be large; an effect the other way counts as inactive or inconclusive. An excerpt. The share of hits here may be higher or lower than overall.

Under each structure – PLK1 PBD block	EPAC1 antagonist	PTHR1 agonist	GLP1R cytotox	GLP1R inv ag	GLP1R ag	PI5P4Ka inh	IL2 activator	EPAC1 agonist
1) CCOC(=O)/C(=N\Nc1cc(Cl)ccc1Cl)N1CCOCC1
→ -21%	-16%	i	-3%	-17%	11%	5	-1.4	-1%
2) COc1cccc(S(=O)(=O)N(C)C[C@H]2OCc3cnnn3CCCC(=O)N([C@H](C)CO)C[C@@H]2C)c1
→ -1%	6%	-8%	2%	0%	-2%	-4	0.3	-1%
3) COc1ccc(OC)c(N(CC(N)=O)S(=O)(=O)c2ccc(OC)c(OC)c2)c1
→ -4%	6%	-2%[57.5 µM]	-7%	1%	-14%	·	0.7	-2%
4) CCOC(=O)C1=CN(CC2CCCO2)C=C(C(=O)OCC)C1c1ccccc1C(F)(F)F (configuration not stated)
→ -3%	-3%	-10%	5%[0.307 µM]	-19%[0.307 µM]	3%	3	-0.6	-6%
5) Cc1ccc(C(=O)COC(=O)COc2ccccc2O)cc1C
→ -9%	-8%	i	-18%	-9%	-4%	-3	0.1	9%
6) c1ccc(CN2OCC3Cn4c(nc5ccccc54)C32)cc1 (configuration not stated)
→ 3%	5%	-16%	18%	2%	-3%	6	-0.1	-11%
7) O=S(=O)(c1cccc2cccc(Cl)c12)N1CCCC1
→ 3%	6%	-15%	0%	2%	3%	1	0.4	1%
8) Cc1nc2ccccc2c(=O)n1/N=C/c1ccc(O)cc1O
→ 0%	-28%	-25%	0%	46%[activator]	-9%	-5	-2.4	-10%
9) O=C(COC(=O)c1cnccn1)c1ccc(OC(=O)c2ccccc2)cc1
→ -8%	3%	i	-12%	11%	-2%	-3	-0.3	4%
10) Cn1c(=O)c(C(=O)c2ccccc2)nc2ccccc21
→ -5%	-14%	i	-3%	5%	9%	1	0.1	10%
11) CCC(=O)N1CCN(c2ccc(NC(=O)c3ccc4ccccc4c3)cc2)CC1
→ -3%	8%	i	6%	2%	9%	1	0.8	-3%
12) CC(/C=N/N1C(=O)CSC1=S)=C\c1ccccc1
→ -18%	5%	i	6%	8%	0%	?	-1.7	11%
13) CCOC(=O)c1c(NC(=O)COC(=O)Cc2n[nH]c(=O)c3ccccc23)sc(C(=O)N(C)C)c1C
→ 3%	1%	-24%	7%	55%[activator]	?	-13	-2.4	-7%
14) Cc1ccc(Nc2nc(C)nc(N)c2S(=O)(=O)c2ccccc2)cc1
→ ·	·	i	3%	15%	2%	·	·	·
15) CC(C)C[C@H](NC(=O)N1CC(=O)Nc2ccccc21)C(=O)N1CCC[C@H]1C(=O)O
→ -4%	-14%	-25%	-19%	-4%	4%	-1	-0.4	-13%
16) Cc1ccccc1NC(=O)Cc1ccccc1
→ -2%	4%	i	-6%	-8%	1%	7	3.9	-7%
17) S=C(NCCN1CCOCC1)N1CCN(c2cccc(Cl)c2)CC1
→ ?	-29%	-27%	-1%	?	18%	2	1.3	0%
18) COc1ccc(S(=O)(=O)Nc2ccc3oc4c(c3c2)C(=O)CC(C)(C)C4)cc1
→ ·	·	-14%	-8%	-22%	-2%	·	·	·
19) N#Cc1nc(-c2ccccc2F)oc1NCCc1ccccc1
→ 3%	-8%	15%[57.5 µM]	6%	-3%	27%	·	-2.7	0%
20) CN(Cc1ccco1)C(=O)CN1C(=O)NC2(CCCC2)C1=O
→ -7%	12%	-6%	-4%	-7%	2%	-1	-0.1	4%

A second format for part of the listing above.
| cpd | Molecule | PLK1 PBD block | EPAC1 antagonist | PTHR1 agonist | GLP1R cytotox | GLP1R inv ag | GLP1R ag | PI5P4Ka inh | IL2 activator | EPAC1 agonist |
| --- | --- | --- | --- | --- | --- | --- | --- | --- | --- | --- |
| 1 | CCOC(=O)/C(=N\Nc1cc(Cl)ccc1Cl)N1CCOCC1 | -21% | -16% | i | -3% | -17% | 11% | 5 | -1.4 | -1% |
| 2 | COc1cccc(S(=O)(=O)N(C)C[C@H]2OCc3cnnn3CCCC(=O)N([C@H](C)CO)C[C@@H]2C)c1 | -1% | 6% | -8% | 2% | 0% | -2% | -4 | 0.3 | -1% |
| 3 | COc1ccc(OC)c(N(CC(N)=O)S(=O)(=O)c2ccc(OC)c(OC)c2)c1 | -4% | 6% | -2%[57.5 µM] | -7% | 1% | -14% | · | 0.7 | -2% |
| 4 | CCOC(=O)C1=CN(CC2CCCO2)C=C(C(=O)OCC)C1c1ccccc1C(F)(F)F (configuration not stated) | -3% | -3% | -10% | 5%[0.307 µM] | -19%[0.307 µM] | 3% | 3 | -0.6 | -6% |
| 5 | Cc1ccc(C(=O)COC(=O)COc2ccccc2O)cc1C | -9% | -8% | i | -18% | -9% | -4% | -3 | 0.1 | 9% |
| 6 | c1ccc(CN2OCC3Cn4c(nc5ccccc54)C32)cc1 (configuration not stated) | 3% | 5% | -16% | 18% | 2% | -3% | 6 | -0.1 | -11% |
| 7 | O=S(=O)(c1cccc2cccc(Cl)c12)N1CCCC1 | 3% | 6% | -15% | 0% | 2% | 3% | 1 | 0.4 | 1% |
| 8 | Cc1nc2ccccc2c(=O)n1/N=C/c1ccc(O)cc1O | 0% | -28% | -25% | 0% | 46%[activator] | -9% | -5 | -2.4 | -10% |
| 9 | O=C(COC(=O)c1cnccn1)c1ccc(OC(=O)c2ccccc2)cc1 | -8% | 3% | i | -12% | 11% | -2% | -3 | -0.3 | 4% |
| 10 | Cn1c(=O)c(C(=O)c2ccccc2)nc2ccccc21 | -5% | -14% | i | -3% | 5% | 9% | 1 | 0.1 | 10% |
| 11 | CCC(=O)N1CCN(c2ccc(NC(=O)c3ccc4ccccc4c3)cc2)CC1 | -3% | 8% | i | 6% | 2% | 9% | 1 | 0.8 | -3% |
| 12 | CC(/C=N/N1C(=O)CSC1=S)=C\c1ccccc1 | -18% | 5% | i | 6% | 8% | 0% | ? | -1.7 | 11% |

Additional entries follow:
Under each structure – PLK1 PBD block	EPAC1 antagonist	PTHR1 agonist	GLP1R cytotox	GLP1R inv ag	GLP1R ag	PI5P4Ka inh	IL2 activator	EPAC1 agonist
21) Cc1cc(C(F)(F)F)nn1CC(=O)N1CCOCC1
→ ?	2%	i	-16%	19%	-5%	·	-0.7	3%
22) O=C(Nc1ccc(C(=O)N2CCCC2)cc1)C1CC1
→ -1%	-6%	i	2%	14%	-4%	-1	0.0	-20%
23) CC(NC(=O)C1CCCN(S(=O)(=O)c2ccc(-n3cnnn3)cc2)C1)c1ccc(F)cc1 (configuration not stated)
→ -8%	-6%	-17%	2%	14%	8%	9	1.0	-9%
24) CCOc1ccc(C(=O)Oc2cc(C)[nH]c(=O)c2[N+](=O)[O-])cc1OCC
→ -1%	-18%	i	-12%	3%	-8%	-2	5.4	9%
25) CS(=O)(=O)N(CC(=O)Nc1ccc(Cl)c(Cl)c1)C1CCCCC1
→ 2%	-7%	-29%	-6%	-11%	-8%	9	-2.7	10%
26) O=C(CN1CCN(Cc2ccc3c(c2)OCO3)CC1)NCC(F)(F)F
→ -3%	-15%	i	-3%	-7%	2%	-1	6.5	-4%
27) CSc1ccc(/C=C(\C#N)C(=O)NC2CCCCC2)cc1
→ -4%	-6%	i	-17%	17%	0%	-1	0.6	5%
28) CC(C)C[C@@H]1COc2cccc(N3CCC[C@H]3CO)c2S(=O)(=O)N1
→ -15%	-12%	-23%	2%	11%	14%	1	1.0	20%
